TTR transcr act = TTR transcription activation, primary screen | 92,000 compounds, 1.3% hits | activation, % at 16.7 µM | AID 1117267 | SH-SY5Y TTR promoter Gaussia luciferase, luminescence; 100% = recombinant luciferase protein wells;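 active = activation above the mean of all tested compounds plus 3 SD, cut at about 9.5% in these data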;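 also: cells exposed to compounds for one day before reading; 0% = median of all test compound wells on the plate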
Numbers without * were called inactive.

Molecule | TTR transcr act
C=CCC[C@@H](Cc1ccc(F)cc1)C(=O)OC[C@H](Cc1c[nH]c2ccccc12)NC(=O)[C@H](CC=C)CC(=O)NCCO | -4.8
COc1ccc(NC(=O)Cn2nnc(-c3ccccc3F)n2)cc1Cl | 0.4
Cc1cc(-c2ccco2)n2c(nc3ccccc32)c1C#N | -1.8
CCCS(=O)(=O)C(=C1Nc2ccccc2N1)S(=O)(=O)CCC | -0.4
O=C(Nc1ccc2c(c1)OCCO2)c1cccnc1Oc1ccccc1 | -1.8
S=c1c2c(nc3nc[nH]n13)CCC2 | 0.3
Fc1ccc(CNC2CCN(Cc3ccccc3)CC2)cc1 | -1.7
COc1cccc(C(=O)N(Cc2cccs2)C2CCS(=O)(=O)C2)c1 (stereo unspecified) | 0.5
Cn1nc(C(F)(F)F)c(-c2ccccc2)c1NC(=O)CCC(=O)O | -0.9
CN(C)S(=O)(=O)c1ccc(C(=O)Nc2ccc(F)cc2F)cc1 | 0.1
COc1ccc(OC)c(NC(=O)c2ccc(CSc3ncccn3)cc2)c1 | 0.8
C[C@H](CO)N1C[C@H](C)[C@@H](CN(C)C(=O)Nc2ccc(C(C)(C)C)cc2)OCc2cnnn2CCCC1=O | 2.2
O=C(NCc1ccccc1)C(c1cccnc1)N(C(=O)c1csnn1)c1ccc(F)cc1 (stereo unspecified) | 4.4
Cc1cc(OCC(=O)Nc2ccc3oc(-c4ccncc4)nc3c2)ccc1Cl | -0.8
CC(C)OC(=O)CSc1nnc(CNc2nc(-c3ccccc3)cs2)n1C | 1.6
O=C(Nc1ccc(Br)cn1)c1cccc(-c2cc3ccccc3oc2=O)c1 | -1.3
CCc1cc(C(=O)N2CCc3c([nH]c4ccccc34)C2c2ccc(OC)cc2F)no1 (stereo unspecified) | -1.1
COc1cc(/C=N/NC(=O)c2cc(-c3ccccc3)sc2N)cc(OC)c1OC | -2.8
Cc1cccc(Nc2nc3c(c(=O)n(C)c(=O)n3C)n2Cc2ccccc2)c1 | 1.3
CC(=O)Nc1ccc(S(=O)(=O)N2CCN(Cc3ccccc3[N+](=O)[O-])CC2)cc1 | 4.5
COc1ccc(OC)c(C(=O)c2coc3ccc(OC(C)=O)cc23)c1 | -0.3
COCCNC(=O)C(=O)NCCN1CCNCC1 | 5.0
CCOC(=O)C1=C(N)N(c2ccccc2Oc2ccccc2)C(=O)C1 | -0.7
CCOC(=O)c1c(-c2ccc(C)o2)csc1NC(=S)NC(=O)c1ccccc1Br | 0.4
CC(=O)Nc1ccc(NC(=O)CSc2ccc(C(F)(F)F)cc2[N+](=O)[O-])cc1 | -0.8
COc1ccc(NC(=O)COC(=O)c2cnccn2)cc1Cl | -0.4
COc1cccc(N2CCN(C(=O)CCc3nnc4ccc(N5CCCC5)nn34)CC2)c1 | 2.9
COc1ccc(-c2c(C)n([O-])c(C)c(C)[n+]2=O)cc1 | -0.2
CCOC(=O)C1(Cc2cccc(Cl)c2)CCCN(C(=O)CN2C(=O)CSC2=O)C1 (stereo unspecified) | 0.5
Cc1ccc(OCCNCc2ccccc2)c(C)c1 | -1.5

Ordered by formula weight (highest first): three of the compounds above.
Molecule | TTR transcr act
COc1ccc(OC)c(NC(=O)c2ccc(CSc3ncccn3)cc2)c1 | 0.8
Cc1cccc(Nc2nc3c(c(=O)n(C)c(=O)n3C)n2Cc2ccccc2)c1 | 1.3
COc1ccc(OC)c(C(=O)c2coc3ccc(OC(C)=O)cc23)c1 | -0.3

5 entries already listed, sorted by the value under TTR transcr act, descending:
| compound | TTR transcr act |
| --- | --- |
| O=C(NCc1ccccc1)C(c1cccnc1)N(C(=O)c1csnn1)c1ccc(F)cc1 (stereo unspecified) | 4.4 |
| C[C@H](CO)N1C[C@H](C)[C@@H](CN(C)C(=O)Nc2ccc(C(C)(C)C)cc2)OCc2cnnn2CCCC1=O | 2.2 |
| COc1ccc(OC)c(NC(=O)c2ccc(CSc3ncccn3)cc2)c1 | 0.8 |
| CCOC(=O)C1=C(N)N(c2ccccc2Oc2ccccc2)C(=O)C1 | -0.7 |
| Cc1cc(-c2ccco2)n2c(nc3ccccc32)c1C#N | -1.8 |

Next results
Molecule | TTR transcr act
Cc1cc(C)cc(NC(=O)c2ccc3nc[nH]c3c2)c1 | 5.3
Cc1ccc2nc(Nc3ccccc3)cc(C)c2c1 | 1.4
CCn1cc(CN2CCc3c([nH]c4ccccc34)C2c2cccc(O)c2)c(C)n1 (stereo unspecified) | -1.0
CCOc1ccccc1CNC(=O)C1CCCN(c2nnc(C)c3c(C)n(-c4ccccc4)nc23)C1 (stereo unspecified) | 0.3
Cc1ccc(Cl)c(OCC(=O)Nc2ccccc2N2CCCCC2)c1 | -1.4
CSCCC(NC(=O)c1cccc(C)c1)C(=O)O (stereo unspecified) | 0.3
Oc1ccc(Nc2nc(N3CCCC3)c3ccccc3n2)cc1 | -0.5
Cc1oc2cc3oc(=O)c(CC(=O)NCC(=O)N[C@@H](C(=O)O)c4ccccc4)c(C)c3cc2c1C | 1.3
C[C@@H]1OC(Nc2ccc(N=Nc3ccccc3)cc2)[C@H](O)[C@H](O)[C@H]1O (stereo partly specified) | 1.7
CCCCC1(C)OC(=O)C(=Cc2ccc(SC)cc2)C(=O)O1 (stereo unspecified) | 0.6
C[C@@H]1CN([C@H](C)CO)C(=O)c2cc(C#CC3CCCCC3)cnc2O[C@H]1CN(C)Cc1cccnc1 | -0.7
Cc1cc(C(C)(C)C)ccc1NC(=O)CC(C)(C)CC(=O)O | 0.8
Cc1ccc(NC(=O)COC(=O)C2(c3ccc(Cl)cc3)CCCC2)cc1 | -1.4
CC(c1ccccc1F)n1cc(C(=O)NCCCc2nc3ccccc3[nH]2)nn1 (stereo unspecified) | -0.7
CN(C)C(=S)NC(=O)C12CC3CC(C)(CC(C)(C3)C1)C2 | -2.2
Cc1ccc(-n2ncc3c(N4CCCC(C)C4)ncnc32)c(C)c1 (stereo unspecified) | 0.5
CSc1sc(C(=O)NNC(=O)c2ccc(Cl)cc2)c2c1C=CCC2 | -0.4
COc1ccc(C(=O)/C=C/Nc2cc(C)on2)c(OC)c1 | -1.8
Cc1c(C2(O)CCCCC2)[nH]c2cnccc12 | 1.1
Cc1ccc(C)c(C(=O)CCC(=O)N2CCN(c3cccc(C(F)(F)F)c3)CC2)c1 | 0.6
C/C(=N\NC(=O)CC(C)C)c1ccc(Cl)c(Cl)c1 | -0.3
O=C(NC(=S)Nc1ccccc1[N+](=O)[O-])c1ccccc1 | 3.9
CC(C)CC1NC2(C(=O)N(C)c3ccccc32)C2C(=O)N(C(C)C)C(=O)C12 (stereo unspecified) | 2.7
CC1CCCCN1CC(=O)c1c(N)n(Cc2ccccc2)c(=O)n(C)c1=O (stereo unspecified) | -0.2
CCCCNC(=O)CC1N=C2c3ccccc3N=C(SCC(=O)Nc3ccc(OC)cc3)N2C1=O (stereo unspecified) | 4.0
O=C(Cn1nnc2c(cnn2-c2ccccc2)c1=O)N1CCN(c2ccccc2F)CC1 | -0.8
COc1ccc(/C=N/Nc2snc(SC)c2C#N)cc1OC | -2.8
O=C(NCc1ccccc1)c1ccc2c(=O)[nH]c3c(C(=O)NCC4CCCO4)sc(=S)n3c2c1 (stereo unspecified) | 2.0
CCOC(=O)/C(C#N)=C/NC(=O)NC(C)(C)C | -1.5
COc1ccc(-c2cc(C(=O)OCC(=O)NC(C)C)c3ccccc3n2)cc1 | 0.6

(next part)
compound,TTR transcr act
COCCn1c(SCc2c(F)cccc2Cl)nc2c1c(=O)[nH]c(=O)n2C,3.0
CCOC(=O)C1=C(c2ccccc2)NC(=O)N(C(C)=O)C1c1cccc([N+](=O)[O-])c1 (stereo unspecified),-1.4
CC(=O)Oc1ccc(-c2cccc(C(=O)OCC(=O)N(C)c3ccccc3)c2)cc1,-3.6
CCOC(=O)c1cc(C(C)=O)c(=O)[nH]c1C,-0.3
O=S(=O)(Cc1ccccc1)CS(=O)(=O)Cc1ccccc1,0.9
O=C(O)CCCC(=O)NNc1nc(-c2ccccc2)c2cc(Cl)ccc2n1,-0.4
COc1ccccc1-c1csc(C(O)c2ccccc2)n1 (stereo unspecified),0.0
CCOC(=O)c1ccc(NC(=O)c2nc[nH]c2C(=O)N2CCN(c3ccccc3)CC2)cc1,1.7
O=C(NCc1nc2ccccc2[nH]1)C1=C[C@H](C2CC2)C[C@H](OCCCCO)O1,10*
NS(=O)(=O)c1ccc(CCNC(=O)CCS(=O)(=O)c2ccc(Br)cc2)cc1,-0.7
COc1ccc2[nH]c3c(=O)n(Cc4ccc(C(=O)N5CCCC5)cc4)c(=S)[nH]c3c2c1,0.0
COc1ccc(NC2CC(=O)N(C(C)C)C2=O)cc1 (stereo unspecified),2.1
Cc1ccccc1NC(=O)CSc1nnc(CNC(=O)c2ccc3c(c2)OCO3)n1C,-0.5
S=C(NCCCN1CCOCC1)N1CCOCC1,0.8
CCOc1ccccc1NC(=O)Cc1cccs1,0.8
Cc1ccccc1C(=O)N1CCN(S(=O)(=O)c2ccccc2)CC1,0.6
CC1(C)CC(=O)C2=C(C1)N(CC1CCCO1)C(=O)NC2(C(F)(F)F)C(F)(F)F (stereo unspecified),1.6
Cc1nc(C)c(Oc2ccc(Cl)cc2Cl)c(=O)[nH]1,1.3
CN1CCN(S(=O)(=O)c2cccc3nsnc23)CC1,0.8
Fc1ccc(C2CCCN2Cc2nc(-c3cnccn3)no2)cc1 (stereo unspecified),2.1
COc1ccccc1-c1nnc(SCc2ccccn2)n1C,2.4
Cc1ccc(C)c(OCC(=O)Nc2ccccc2C(=O)NC2CC2)c1,-0.6
c1ccc(COc2cccc(CN3CCN(c4ccccn4)CC3)c2)cc1,-0.5
CC(=O)Nc1ccc(OS(=O)(=O)c2c(C)cc(C)cc2C)cc1,-2.2
Cc1ccc[n+](-c2nc3ccccc3nc2[N-]S(=O)(=O)c2ccccc2)c1,-0.5
CC1(c2ccc(OC(F)F)cc2)NC(=O)N(CC(=O)Nc2ccc(S(N)(=O)=O)cc2)C1=O (stereo unspecified),-1.3
CC(C)(Cc1ccc(O)cc1)NC(=O)SCc1ccccc1,-0.6
CC(=O)c1c(COC(=O)c2ccco2)nc2ccccc2[n+]1[O-],2.5
COc1ccc([C@H]2CC(=O)C=C(c3ccc4cc[nH]c4c3)C2)cc1,-0.2
CCOC(=O)c1c(CN2CCC(C)CC2)oc2ccc(OC)cc12,-1.2
Cc1noc(C)c1C(=O)N1CCC(C(=O)c2ccccc2)CC1,-1.2
O=C(Nc1cccc(O)c1)c1ccc(NC(=O)c2cccs2)cc1,2.1
O=C1C=C(c2ccc(-c3ccccc3)cc2)C[C@@H](c2ccc(F)cc2)C1,1.1
CCOC(=O)/C=C1\CN(Cc2cc(OC)c(OC)c(OC)c2)S(=O)(=O)c2ccc(C(F)(F)F)cc21,-4.3
O=C(c1cncc(Br)c1)N1CCN(c2ccc([N+](=O)[O-])cc2)CC1,-1.7
COc1ccc2c(c1OC)c(=O)n1c3ccc(OC(C)C(=O)NCCN4CCOCC4)cc3c3ccnc2c31 (stereo unspecified),-2.0
CCc1cc2c(NC(Cc3c[nH]c4ccccc34)C(=O)O)nc(C)nc2s1 (stereo unspecified),0.8
CCc1[nH]nc2c1C(C1C=CCCC1)C(C#N)=C(N)O2 (stereo unspecified),-0.3
COc1ccccc1C(=O)N1CCN(CCc2ccccc2)CC1,1.4
O=C(NCCc1ccccc1)OCc1cn(Cc2cc(F)cc(F)c2)nn1,-0.7
C[C@H](CO)N1C[C@H](C)[C@@H](CN(C)S(C)(=O)=O)Oc2c(NC(=O)Nc3ccccc3)cccc2C1=O,1.1
Cc1ccc(N=C2NC(=O)c3cccc([N+](=O)[O-])c32)cc1,-2.1
Nc1cc(-c2ccccc2)nn1Cc1ccc(Cl)cc1,-6.5
CCOC(=O)c1c(C)nsc1NCc1ccccc1,1.4
CC(=O)C1N=NCC1c1ccccc1 (stereo unspecified),4.9

By substructure, the entries above containing a CF3 group
compound,TTR transcr act
Cn1nc(C(F)(F)F)c(-c2ccccc2)c1NC(=O)CCC(=O)O,-0.9
CC(=O)Nc1ccc(NC(=O)CSc2ccc(C(F)(F)F)cc2[N+](=O)[O-])cc1,-0.8
Cc1ccc(C)c(C(=O)CCC(=O)N2CCN(c3cccc(C(F)(F)F)c3)CC2)c1,0.6
CC1(C)CC(=O)C2=C(C1)N(CC1CCCO1)C(=O)NC2(C(F)(F)F)C(F)(F)F (stereo unspecified),1.6
CCOC(=O)/C=C1\CN(Cc2cc(OC)c(OC)c(OC)c2)S(=O)(=O)c2ccc(C(F)(F)F)cc21,-4.3

New compounds follow
compound,TTR transcr act
O=C(CSCc1ccccc1)Nc1cccc(C(=O)Nc2ccccc2C(=O)O)c1,0.8
CC(C)(C)[C@@H]1C=C(C(=O)O)O[C@H](OCc2ccc(CO)cc2)C1,1.4
CCOC(=O)c1c(NC2=NS(=O)(=O)c3ccccc32)sc2c1CCCCC2,1.6
Cc1ccc(C)c(S(=O)(=O)N2CCN(CC(=O)NC(=O)NCc3ccco3)CC2)c1,-0.3
O=C(Cn1cc([N+](=O)[O-])ccc1=O)N1CCc2ccccc21,-0.6
COc1ccc(S(=O)(=O)Nc2cc(C(=O)NCCCN3CCOCC3)ccc2N2CCOCC2)cc1,-0.4
Fc1ccc(SCCc2ccncc2)cc1,-0.4
CN1OC[C@@H]2C(=O)N3CCc4c([nH]c5ccccc45)[C@@H]3C[C@@H]21,2.4
CCn1cc(C(=O)Nc2ccc(C)c([N+](=O)[O-])c2)cn1,-3.3
O=S(=O)(Nc1cccnc1)c1cccs1,-0.2
CCn1c(O)c(N=NC(=O)CNC(=O)c2ccco2)c2ccccc21,-1.0
CC1CCc2nc(NC(=O)C3CC3)sc2C1 (stereo unspecified),-1.8
O=C(NCC1CCCO1)c1ccc2c(c1)N(Cc1ccccc1)CCS2 (stereo unspecified),-0.2
N#CCCn1cc(C(=O)Nc2ccccn2)c(-c2ccccc2)n1,0.6
Cc1nc(NC(=O)CSC2=NCCS2)sc1C(=O)N(C)C,3.3
C#CCOCCOCCOCCNc1nc(OC)nc(N2CCN(C(=O)[C@H](CCC(=O)O)n3cc(C(N)CO)nn3)CC2)n1 (stereo partly specified),3.3

Screening data deposited in PubChem by The Scripps Research Institute Molecular Screening Center.

These rows are one share of the data (hit frequency here may not be typical).
